From PubChem
JMJD2A Tudor inh – qHTS Assay for Inhibitors of JMJD2A-Tudor Domain; Lysine-specific demethylase 4A (Homo sapiens), O75164; AlphaScreen JMJD2A-Tudor / H3K4me3 peptide binding; Potency, µM (top dose mostly 114 µM), without a hit: top-dose activity change, negative = inhibition, most hits filed as inhibitors; 390,000 tested, 4.4% active; note: potency is the fitted concentration of half-maximal effect; % is set by controls: 0 for no effect and ±100 for the full control effect; nearly all actives have a fitted effect of over 50% in size
HP1b chromo inh – HTS for Inhibitors of HP1-beta Chromodomain Interactions with Methylated Histone Tails | Chromobox protein homolog 1 (Homo sapiens), P83916 | AlphaScreen HP1-beta / biotin-H3K9me3 peptide binding | Potency, µM (top dose mostly 114 µM), inactives show top-dose activity change, negative = inhibition, actives largely listed as inhibitors | 390,000 tested, 0.56% active; note: potency is the fitted concentration of half-maximal effect; nearly all actives have a fitted effect of over 70% in size; inactives centre near 23
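Compound inhibition of the preformed complex between 50 nM HP1-beta and 50 nM biotinylated H3K9me3 peptide was read by AlphaScreen. Buffer was PBS pH 7.4 with 0.01% Tween-20. Incubations ran 30 min at room temperature, with 10 ug/mL donor/acceptor beads.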
RGS4 inhibitor – Inhibitors of Regulator of G Protein Signaling (RGS) 4: qHTS | Potency, µM (series often up to 114 µM), for the others: at the top dose activity change, negative = inhibition, actives largely listed as inhibitors | 390,000 tested, 0.039% active | Transcreener GDP fluorescence polarization, RGS4-accelerated GTP hydrolysis | Regulator of G-protein signaling 4 (Homo sapiens), P49798; note: potency is the fitted concentration of half-maximal effect; % is set by controls: 0 for no effect and ±100 for the full control effect; nearly all actives have a fitted effect of over 75% in size; some results filed as inactive show a strong effect at the top dose
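MLSMR compounds (23 nl, pin-transferred) preincubated 10 min at room temperature with a 500nM (2x) first reagent, then RGS4 at 900nM (2x) plus Transcreener GDP mix added; fluorescence polarization (620/688 nm) read before and after 90 min at 30 °C.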
G9a block – qHTS Assay for Inhibitors of Histone Lysine Methyltransferase G9a. AID 504332, 2011. G9a H3K9 monomethylation, AlphaScreen, 2 h. Potency, µM (doses to about 102 µM), for the others: at the highest dose activity, negative = inhibition, actives largely listed as inhibitors. 350,000 tested, 8.8% active. Histone-lysine N-methyltransferase EHMT2 (Homo sapiens), Q96KQ7; note: potency is the fitted concentration of half-maximal effect; % is set by controls: 0 for no effect and ±100 for the full control effect; nearly all actives have a fitted effect of over 75% in size
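AlphaScreen read-out: biotin-H3K9 peptide (500 nM) methylation by 20 nM enzyme with 20 uM SAM, 2 h at room temperature after 15 min compound preincubation; anti-monomethyl H3K9 antibody plus donor/acceptor beads, 10 min dark.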
ERG Ets-DNA blk – qHTS for Small Molecule Inhibitors of the ERG Ets/DNA interaction; AID 624246, 2012; 370,000 tested, 0.028% active; fluorescence polarization, His-ERG Ets domain / labelled DNA; Potency, µM (series often up to 76.9 µM), for the others: at the highest dose FP activity, negative = inhibition, actives largely listed as inhibitors; active = well fitted inhibition curve with a large enough effect in the polarisation, with a control signal flat; inconclusive = small, poorly fitted or top-dose-only effect, or effect the other way, or a change in a side signal; inactive = no such curve, though single readings can be large or run the other way; the % refers to the polarisation;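 note: polarization taken with two DNA probes labelled with fluorescein and Texas red; potency is the fitted concentration of half-maximal effect; % of control where 0% means no effect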
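His-tagged ERG Ets domain (1 uM in the protein solution; 300mM KCl, 50mM Tris-HCl, 1mM EDTA, 1mM DTT, pH 7.5) received compound, then a probe mix of 5 nM fluorescein-DNA and 100nM Texas-615-DNA. Fluorescence polarization was read for both dyes.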
BAZ2B block – qHTS Assay for Inhibitors of BAZ2B | Bromodomain adjacent to zinc finger domain protein 2B (Homo sapiens), Q9UIF8 | AlphaScreen BAZ2B-H3K14Ac peptide displacement | Potency, µM (top dose mostly 114 µM), inactives show at the top dose activity change, negative = inhibition, actives largely listed as inhibitors | 360,000 tested, 4.4% active | AID 504333, 2011; note: potency is the fitted concentration of half-maximal effect; % is set by controls: 0 for no effect and ±100 for the full control effect; nearly all actives have a fitted effect of over 60% in size
Target sequence (Q9UIF8 whole entry, looked up, the tested form may be a part): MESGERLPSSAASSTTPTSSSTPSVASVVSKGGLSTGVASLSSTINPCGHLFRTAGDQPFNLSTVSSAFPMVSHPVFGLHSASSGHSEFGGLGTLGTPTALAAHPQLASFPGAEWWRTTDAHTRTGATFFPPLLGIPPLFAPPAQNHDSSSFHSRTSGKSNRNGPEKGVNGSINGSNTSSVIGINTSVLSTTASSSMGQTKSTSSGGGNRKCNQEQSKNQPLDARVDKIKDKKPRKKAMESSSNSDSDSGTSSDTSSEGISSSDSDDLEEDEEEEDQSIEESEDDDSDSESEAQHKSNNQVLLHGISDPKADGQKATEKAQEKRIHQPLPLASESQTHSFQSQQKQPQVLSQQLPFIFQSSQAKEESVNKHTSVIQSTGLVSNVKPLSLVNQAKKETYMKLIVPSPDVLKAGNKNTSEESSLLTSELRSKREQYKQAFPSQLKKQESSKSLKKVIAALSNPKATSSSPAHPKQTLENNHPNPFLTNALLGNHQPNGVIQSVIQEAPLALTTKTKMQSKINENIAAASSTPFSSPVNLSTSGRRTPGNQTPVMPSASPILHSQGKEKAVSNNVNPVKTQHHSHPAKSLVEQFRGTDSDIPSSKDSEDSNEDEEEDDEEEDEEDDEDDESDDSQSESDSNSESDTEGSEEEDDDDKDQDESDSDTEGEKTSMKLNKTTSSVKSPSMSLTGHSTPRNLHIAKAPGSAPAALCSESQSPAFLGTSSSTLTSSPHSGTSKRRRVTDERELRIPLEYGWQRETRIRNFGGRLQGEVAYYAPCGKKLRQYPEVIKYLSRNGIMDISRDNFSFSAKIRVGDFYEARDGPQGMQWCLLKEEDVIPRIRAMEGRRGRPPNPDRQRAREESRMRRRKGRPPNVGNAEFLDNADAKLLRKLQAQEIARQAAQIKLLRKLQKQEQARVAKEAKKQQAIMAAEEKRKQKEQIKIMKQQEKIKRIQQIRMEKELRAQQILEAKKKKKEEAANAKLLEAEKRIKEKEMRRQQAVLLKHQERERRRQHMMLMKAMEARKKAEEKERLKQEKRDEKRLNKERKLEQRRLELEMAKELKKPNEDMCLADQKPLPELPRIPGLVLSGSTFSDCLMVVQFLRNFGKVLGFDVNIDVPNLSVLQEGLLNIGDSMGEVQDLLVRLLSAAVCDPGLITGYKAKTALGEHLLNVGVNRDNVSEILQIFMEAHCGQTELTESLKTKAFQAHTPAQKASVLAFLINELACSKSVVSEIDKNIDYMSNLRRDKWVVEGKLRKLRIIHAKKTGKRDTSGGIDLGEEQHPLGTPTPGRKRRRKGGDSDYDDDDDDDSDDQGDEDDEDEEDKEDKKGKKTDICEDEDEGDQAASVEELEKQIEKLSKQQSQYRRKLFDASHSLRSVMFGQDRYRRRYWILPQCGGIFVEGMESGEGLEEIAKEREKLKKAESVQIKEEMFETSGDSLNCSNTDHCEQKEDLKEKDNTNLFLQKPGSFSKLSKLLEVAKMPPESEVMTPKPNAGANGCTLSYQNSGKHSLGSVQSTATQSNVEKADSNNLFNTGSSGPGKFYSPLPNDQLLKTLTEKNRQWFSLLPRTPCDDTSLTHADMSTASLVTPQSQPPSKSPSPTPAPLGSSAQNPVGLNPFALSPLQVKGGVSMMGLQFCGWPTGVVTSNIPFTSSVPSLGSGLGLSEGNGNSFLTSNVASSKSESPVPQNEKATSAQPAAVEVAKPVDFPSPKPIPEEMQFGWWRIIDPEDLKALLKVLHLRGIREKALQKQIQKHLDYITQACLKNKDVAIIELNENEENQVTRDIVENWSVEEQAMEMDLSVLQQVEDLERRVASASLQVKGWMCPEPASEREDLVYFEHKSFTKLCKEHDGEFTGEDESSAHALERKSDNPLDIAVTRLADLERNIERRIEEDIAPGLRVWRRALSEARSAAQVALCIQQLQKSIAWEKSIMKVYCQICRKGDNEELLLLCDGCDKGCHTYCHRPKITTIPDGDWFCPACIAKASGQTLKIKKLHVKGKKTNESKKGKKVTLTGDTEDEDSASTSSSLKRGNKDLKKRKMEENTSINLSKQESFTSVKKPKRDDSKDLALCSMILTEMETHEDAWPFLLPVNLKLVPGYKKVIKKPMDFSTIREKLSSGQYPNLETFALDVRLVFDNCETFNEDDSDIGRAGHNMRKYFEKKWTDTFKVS
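In this displacement format the biotinylated H3(5-23) peptide acetylated at Lys14 serves as ligand at 50 nM, with BAZ2B at 50 nM in PBS pH 7.4 containing 0.01% Tween-20. Donor and acceptor beads are 10 ug/mL final.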
PI4K2A block – qHTS for small molecular inhibitors of PI4K2A. Phosphatidylinositol 4-kinase type 2-alpha (Homo sapiens), Q9BTU6. purified PI4K2A, ADP-Glo luminescence, 1 h; stronger effect = lower value. activity change, negative = inhibition, % at 76.9 µM. 420,000 tested, 0.13% active. AID 1346378, 2018; in the data active = activity change below about -50%; inconclusive = mostly about -30% to -49%;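 note: -100% = wells without enzyme as full effect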
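PI4K2A activity was measured by ADP-Glo luminescence: enzyme (4 ug/mL stock) and phosphatidylinositol (1.2 mM stock) in Tris pH 7.5/MgCl2/EGTA/Triton X-100 buffer were reacted with ATP (300 microM stock) for one hour at ambient temperature.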
GLS inhibitor – qHTS for Inhibitors of Glutaminase (GLS). AID 624170, 2012. GLS enzymatic activity, qHTS titration. 410,000 tested, 0.21% active. Glutaminase kidney isoform, mitochondrial (Homo sapiens), O94925. Potency, µM (series often up to 45.5 µM), for inactives: at the top dose activity change, negative = inhibition, usual class: inhibitors; note: potency is the fitted concentration of half-maximal effect; % is set by controls: 0 for no effect and ±100 for the full control effect
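Enzyme dispensed in phosphate buffer (45 mM, pH 8.2, 0.02% Tween-20), compounds pinned in, then 1 mM L-glutamine solution and the glutamate oxidase–HRP–Amplex Red mix added; fluorescence read immediately and again after 30 min at room temperature.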
12-LOX inh – Primary qHTS assay for inhibitors of human arachidonate 12S-lipoxygenase (ALOX12): Round 2 | purified 12hLO, xylenol orange hydroperoxide absorbance | Potency, µM (top dose mostly 108 µM), inactives show at the top dose activity change, negative = inhibition, usual class: inhibitors | 580,000 tested, 1.1% active; note: potency is the fitted concentration of half-maximal effect; % is set by controls: 0 for no effect and ±100 for the full control effect
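Hydroperoxide product was detected by ferrous iron/xylenol orange as the 573 to 405 nm absorbance ratio. Arachidonic acid at 40 uM (final) was turned over for 30 min at room temperature by 150 nM human 12hLO, pH 7.0 Hepes buffer, after 15 min compound preincubation.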
* hit, by the source's call; ? = inconclusive; nt = not tested or not shown; & = joins results of further samples; [ ] = dose if it differs, or a comment. Unless noted, calls come from the whole dose curve; as a rule, active = well fitted curve in the direction sought with a large enough effect; inconclusive = small, poorly fitted or top-dose-only effect, or another doubt; inactive = no such curve, though single readings can be large; an effect the other way counts as inactive or inconclusive.

Second line of a record: 12-LOX inh, BAZ2B block, G9a block, HP1b chromo inh, GLS inhibitor, RGS4 inhibitor, ERG Ets-DNA blk, PI4K2A block, JMJD2A Tudor inh
COc1ccc(OC)c2c1cc(C(=O)N[C@H](C(=O)N1CCC[C@H]1C(=O)O)C(C)C)n2C
    -2%, -13%, nt, 25%, 19%, 5%, 6%, 0, -20%
O=C(CN1N=C(C(F)(F)F)CC1(O)c1ccc([N+](=O)[O-])cc1)c1ccccc1 (stereo unspecified)
    0%, -30%, 12%[59 µM], ?, 0%, 9%, 4%, 8, ?
Cc1ccccc1-n1ccnc1SCC(=O)O
    ?, -21%, -15%, 25%, 12%, -13%, -3%, 6, -12%
O=C(OCc1c(-c2ccccc2)ncc2ccccc12)c1cccs1
    -12%, nt, nt, 36%, 6%, 23%, 16%, -5, -4%
CN(CC(=O)N(C)CC(=O)Nc1c(Cl)cccc1Cl)Cc1ccccc1F
    0%, nt, nt, 48%[activator], -2%, 1%, 2%, -6, -5%
Cc1ccc(NC(=O)C2Cc3ccccc3O/C2=N\O)cc1C (stereo unspecified)
    -1%, 7%, 12%, 22%, 4%, -6%, 2%, 1, -8%
COc1ccc(C(=O)COC(=O)c2nc3nccc(C)n3n2)cc1F
    235%[activator], 2%, 4%[12.7 µM], 46%[activator], -5%, -6%, 0%, 4, -5%
COc1cccc(NC(C)C(=O)N2CC(C)OC(C)C2)c1 (stereo unspecified)
    0%, 2%, nt, 12%, -3%, -4%, 4%, 7, 40%[activator]
COc1ccc(N/C=C(\C2OC(=O)c3ccccc32)[N+](=O)[O-])cc1 (stereo unspecified)
    -9%, -5%, 2%, 44%[activator], 7%, -13%, 18%, -2, 1%
CC(=O)NS(=O)(=O)c1cccnc1Nc1cccc(Cl)c1C
    -13%, 0%, ?, 43%[activator], 8%, 14%, -3%, 1, -9%
Cc1cccc(NC(=O)/C(C#N)=C/c2ccccc2O)n1
    1%, -5%, 32%[activator], 25%, -5%, 14%, -6%, 0, -7%
COc1ccc(C(CNC(=O)COc2ccccc2OC)N2CCCCC2)cc1 (stereo unspecified)
    -16%, -15%, -4%, 11%, -2%, 34%, 4%, 6, -19%
Cc1sc2nc(CSc3nc4ccccc4c(=O)n3CCCN3CCOCC3)[nH]c(=O)c2c1C
    ?, -25%, ?, 23%, 11%, -24%, -2%, -2, -10%
COc1cc(F)cc(-c2ccc3c(c2)c(C#Cc2ccsc2)c(-c2cc(OC)cc(OC)c2)n3C)c1
    5%, nt, nt, 76%[activator], -3%, -24%, 1%, -1, 0%
Cc1ccc(/C=N\NC(=O)CCc2n[nH]c(=O)[nH]c2=O)o1
    7%, 3%, -42%, 5%, -20%, ?, 8%, 3, 16µM*
COc1ccc(NC(=O)CN(C)C(=O)Cc2ccsc2)cc1
    8%, 0%, 12%[12.7 µM], 32%, 2%, 28%, -3%, -3, -2%
O=C(c1ccc(Cl)cc1)C1CCN(C(=O)N2CCOCC2)CC1
    15%, 2%, -8%[59 µM], 32%, 0%, 8%, -4%, 1, -3%
CC1CCCN(CCCNC(=O)c2ccc3c(c2)N(Cc2ccccc2F)C(=O)c2ccccc2S3(=O)=O)C1 (stereo unspecified)
    ?, ?, 7%[59 µM], 10%&21%, 0%&8%, -17%&12%, 6%&3%, 3&3, -20%&-32%
CCOC(=O)c1[nH]c2c(c1-c1ccccc1)C(=O)CC(c1ccccc1)C2 (stereo unspecified)
    250%[activator], -21%, 9%, 27%, 0%, 15%, 5%, -1, -11%
C=CC(=O)Nc1cccc(Oc2ccnc3[nH]ccc23)c1
    nt, nt, nt, ?, 5%, ?, 7%, 2, 79µM*
Cc1ccc(OCC(=O)N2CCN(C(=O)c3cccs3)CC2)cc1
    0%, 7%, 17%[59 µM], 26%, -12%, 4%, 2%, 4, 5%
COc1ccc(CC(=O)Nc2ccc(C)c(S(=O)(=O)N3CCCCCC3)c2)cc1
    10%, 12%, 7%[12.7 µM], 38%, 1%, 5%, 12%, 3, 1%
O=S(=O)(/C=C/C=C/S(=O)(=O)c1ccccc1)c1ccccc1
    -1%, nt, nt, 56%, 8%, ?, 10%, 7, -7%
O=S(=O)(NCCc1ccccn1)c1ccc(F)c(F)c1
    -17%, 2%, 12%, 24%, -3%, -20%, -8%, -14, 9%
CCOc1cc(/C=C/C(=O)N(CC)CC(=O)NCc2cccs2)cc(Cl)c1OC
    14%, 13%, -5%, 3%, -3%, 4%, 2%, 0, -16%
Clc1ccc(-c2nnc(C34CC5CC(CC(C5)C3)C4)o2)cn1
    nt, -1%, 23%[59 µM], -11%, -2%, -53%[11.4 µM], 0%, 2, -16%[11.4 µM]
COc1ccc(CCNc2oc(-c3ccccc3OC)nc2C#N)cc1
    3%, ?, ?, -23%, 15%, -27%, 6%, -1, ?
Cc1ccc(OCCCC(=O)Nc2ccc(S(=O)(=O)N3CCOCC3)cc2)cc1
    -27%, 10%, 10%[12.7 µM], 30%, -4%, 12%, -2%, 2, -17%
Cc1cc(N2CCN(C)CC2)nc2ccc(NC(=O)Nc3ccccc3Cl)cc12
    ?, -11%[57.1 µM], ?, 4%, 19%, -18%, 0%, -2, -27%
CCCCCCc1cc2cc(-c3nnc(-c4ccccc4)o3)c(=O)oc2cc1O
    0%, -3%, -5%[12.7 µM], 24%, -4%, 4%, 1%, 1, ?
CC1(C)NC(=O)N(CC(=O)N2CCCC(C(F)(F)F)C2)C1=O (stereo unspecified)
    -14%, -5%, 20%[2.33 µM], 29%, -3%, 5%, 7%, 1, -1%
Cc1cc(C)c2c(SC(C)C)nc(N)nc2n1
    9%, 6%, 13%, 46%[activator], -5%, -18%, 14%, -2, -6%
O=C(c1cccc(OC2CCN(Cc3cc(F)cc(F)c3)CC2)c1)N1CCCC1
    -2%, -15%[57.1 µM], 25%, 5%, 8%, 11%, -11%, -3, -7%
COc1ccc(NC(=O)CCS(=O)(=O)c2ccc3c(c2)CCN3C(C)=O)cc1
    -3%, -3%, nt, 24%, -1%, 5%, 2%, -1, -14%
CC(C)NC(=O)N(C)C[C@H]1Oc2ccc(NC(=O)Nc3ccccc3)cc2C(=O)N([C@@H](C)CO)C[C@@H]1C
    3%, nt, nt, 58%[activator], 2%, -6%, -13%, 2, 0%
Cc1nn(Cc2ccc(Cl)cc2)c(Cl)c1/C=N/NC(=O)c1cccnc1
    -1%, -8%, 29%[59 µM], 29%, -1%, 2%, 8%, 4, ?
COc1ccc(S(=O)(=O)Oc2cccc(/C=N/N=C3/NC(=O)C(CC(=O)O)S3)c2)cc1 (stereo unspecified)
    10%, ?, nt, 45%[activator], -1%, 15%, -2%, -1, 12%
COc1cc(OC)c(OC)cc1CNC(=O)c1cccc(S(=O)(=O)N2CCc3ccccc3C2)c1
    -4%&57%, ?, ?, 7%, -2%, -9%, -2%, -4, ?
CS(=O)(=O)N1CCC(C(=O)NCCN2CCN(Cc3ccccc3)CC2)CC1
    17%, 3%, -4%[59 µM], 0%, 7%, 25%, nt, 3, -15%
CCC(NC(=O)c1cc(COc2cc(C)c(Cl)c(C)c2)on1)c1ccncc1 (stereo unspecified)
    0%, -24%, 2%, 36%[activator], -10%, 7%, 2%, 2, 3%
COc1cc2c(cc1OC)CN(C(=O)CNS(=O)(=O)c1ccc(C)c(C)c1)CC2
    0%, -2%, 13%, -1%, -5%, -2%, -2%, 0, -11%
CCc1c(O)nc2sc3ccccc3n2c1=O
    0%, -3%, 53%[activator][12.7 µM], 21%, 9%, -16%, 3%, 5, -12%
COCCCN1C(=O)N(c2ccc(F)cc2)C(=O)C1CC(=O)Nc1ccc(OC)cc1 (stereo unspecified)
    59%[activator], 2%, 19%, 34%, -10%, 0%, -21%, -2, -5%
Cc1ccc(S(=O)(=O)N2[C@@H](c3ccc4c(c3)OCO4)C(C(=O)O)=C[C@H]2CC2CCCC2)cc1
    -64%, nt, nt, 16%, -2%, 24%, 3%, 0, -18%
CC(C)N(CCCNC(=O)Cn1c(=O)c2cccn2c2ccccc21)Cc1ccccc1
    -2%, -19%, 5%, 79%[activator], -3%, -19%, 2%, -6, -1%
CCC(NC(=O)c1cncc(Br)c1)c1ccccc1 (stereo unspecified)
    9%, nt, nt, 33%, 4%, 17%, 24%, -2, -13%
COc1ccccc1Cc1nc2ccccc2nc1SCC(=O)Nc1cc(Cl)ccc1OC
    -6%, 2%, 13%[59 µM], 21%[57 µM], 8%, 0%, -7%, -3, -13%

The list is partial; rates above refer to the full screens.
